Tb PFK inh: T. brucei PFK enzyme inhibition; O15648; T. brucei PFK, ADP-Glo luminescence; Potency, µM (titrated, usually from 57.5 µM), for inactives: at the top dose activity, negative = inhibition, actives largely listed as inhibitors; actives 0.17% (n = 330,000); AID 485367;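 note: potency is the fitted concentration of half-maximal effect; 0% = uninhibited 1x PFK enzyme wells and -100% = no-enzyme wells; nearly all actives have a fitted effect of over 60% in size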
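In TEA buffer at pH 8.0 with 5 mM MgCl2, enzyme (1.25 nM) converted F6P (0.5 mM) and ATP (0.1 mM) for 45 min at room temperature. ADP product was read by luciferase luminescence.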
GALK inh: blocks human galactokinase activity; Purified GALK, Kinase-Glo residual ATP luminescence; AID 1868; actives 0.007% (n = 270,000); Potency, µM (series often up to 57.5 µM), for inactives: at the top dose activity change, negative = inhibition, usual class: inhibitors; P51570; note: potency is the fitted concentration of half-maximal effect; % is set by controls: 0 for no effect and ±100 for the full control effect
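ATP-depletion format; final 35 uM ATP, 100 uM D-galactose, 5 nM enzyme; pH 8.0 HEPES/Mg2+ buffer; 60 min RT; luminescence read 10 min after detection reagent.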
Menin MLL FP TR: displaces Texas Red mutant MLL peptide from human menin. Potency, µM (highest dose often 61.6 µM), inactives show top-dose FP activity change, negative = inhibition, most hits filed as inhibitors. O00255. Menin + Texas Red MLL mutant peptide, fluorescence polarization. actives 0.23% (n = 270,000). AID 1768; active = well fitted inhibition curve with a large enough effect in the polarisation, with a control signal flat, not every such curve was filed as active; inconclusive = small, poorly fitted or top-dose-only effect, or effect the other way, or a change in a side signal; inactive = no such curve, though single readings can be large or run the other way; the % refers to the polarisation; note: potency is the fitted concentration of half-maximal effect; % of control where 0% means no effect; many of its hits are not listed in these tables
Coupling enz: coupling enzyme interference in Giardia aldolase counter-screen; actives 0.67% (n = 290,000); activity change, negative = inhibition, % at 58.2 µM, hits read low; coupling enzyme system counterscreen, AmpLite Red fluorescence; in the data active = activity change below about -30%; note: % is set by controls: 0 for no effect and ±100 for the full control effect
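Counterscreen lacking aldolase: glyceraldehyde-3-phosphate coupling-enzyme reagent preincubated 10 min at RT with compound (at 57.5 uM final), then substrate/coupling system with AmpLite Red added; fluorescence read at 525/598 nm after 20 min RT.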
Chronic BCR inh: inhibitors of chronic active B-cell receptor signaling. ABC-DLBCL IkBa-CBG/CBR reporter, luminescence ratio, 4 h. Potency, µM (doses to about 46.1 µM), without a hit: top-dose ratio change, negative = lower green/red ratio, actives largely listed as inhibitors. actives 0.05% (n = 340,000). AID 493014; active = well fitted inhibition curve with a large enough effect in the signal ratio, with a control signal flat, not every such curve was filed as active; inconclusive = small, poorly fitted or top-dose-only effect, or effect the other way, or a change in a side signal; the % refers to the signal ratio;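 note: potency is the fitted concentration of half-maximal effect; plate controls were basal doxycycline-induced cells for no effect and cells given 10 µM MG132 for full effect; MG132 reads +100%, hits lower the ratio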
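Compounds up to 46 uM were incubated four hours with TMD8 cells whose green CBG68 luciferase is fused to IkappaBalpha; red CBR luminescence normalised the signal, and concentration-effect curves were fitted to fusion, red and ratio data.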
PKM2 act: PKM2 (human) enzyme activation. Potency, µM (series often up to 57.5 µM), without a hit: at the highest dose activation, usual class: activators. AID 1631. actives 0.34% (n = 260,000). P14618. purified PKM2, Kinase-Glo ATP luminescence, activation; response scale: 0% is enzyme alone, no compound; note: potency is the fitted concentration of half-maximal effect; % is set by controls: 0 for no effect and ±100 for the full control effect; nearly all actives have a fitted effect of over 55% in size
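Kinase-Glo luminescence reports ATP generated from ADP (0.1 mM) and PEP (0.5 mM) by purified hPK-M2 after 1 h at room temperature, pH 7.2 imidazole buffer; intermediate enzyme activity allows detecting inhibitors and activators.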
a7 integrin act: integrin-mediated muscular dystrophy alleviation activation. alpha7betagal myoblasts, beta-gal FDG fluorescence, 48 h. Potency, µM (series often up to 38.3 µM), without a hit: top-dose activation, most hits filed as activators. actives 0.064% (n = 350,000). AID 624291;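 note: potency is the fitted concentration of half-maximal effect; 100% = response of the positive control SU9516; nearly all actives have a fitted effect of over 60% in size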
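alpha7betagal+/- myoblasts (passage 13, 250/well) treated 48 h at 37C with compounds at 1:260 dilution of DMSO stock. Lysed, then beta-galactosidase activity read as FDG fluorescence (ex 480/em 540) after 30 min, with pre-read for autofluorescence.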
Giardia kill: Giardia lamblia killing | AID 540267 | Giardia lamblia trophozoite viability | activity change, % at 7.66 µM, hits read low | actives 0.15% (n = 340,000); in the data active = activity change below about -80%; inconclusive = between about -30% and that limit;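 note: parasites exposed to compound for two days anaerobically before the ATP read; % is set by controls: 0 for no effect and ±100 for the full control effect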
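Compounds were tested on trophozoites seeded at 100 cells/well and held 48 hrs at 37 deg C anaerobically. An ATP-based luminescent kit measured the remaining live cells.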
B2AR arrestin: agonists driving beta-arrestin recruitment to human beta2-adrenergic receptor; P07550; beta-arrestin recruitment to beta2AR, cell-based reporter; Potency, µM (titrated, usually from 46.1 µM), for the others: top-dose activation, hits mostly activators; actives 0.02% (n = 330,000); AID 492947;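 note: potency is the fitted concentration of half-maximal effect; 0% = DMSO controls and full agonism = EC100 isoproterenol or metaproterenol; nearly all actives have a fitted effect of over 65% in size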
TSG101-PTAP inh: blocks PTAP/TSG101 interaction to inhibit HIV-1 budding | Q99816 | AID 493005 | 340,000 tested, under 10 active | Potency, µM (top dose mostly 115 µM), for inactives: at the top dose activity change, negative = inhibition, usual class: inhibitors | Fluorescence polarization, FITC-PTAP peptide / Tsg101 binding; active = well fitted inhibition curve with a large enough effect in the main read-out, with a control signal flat, not every such curve was filed as active; inconclusive = small, poorly fitted or top-dose-only effect, or effect the other way, or a change in a side signal; inactive = no such curve, though single readings can be large or run the other way; note: potency is the fitted concentration of half-maximal effect; % of control where 0% means no effect
Target sequence (Q99816 whole entry, looked up): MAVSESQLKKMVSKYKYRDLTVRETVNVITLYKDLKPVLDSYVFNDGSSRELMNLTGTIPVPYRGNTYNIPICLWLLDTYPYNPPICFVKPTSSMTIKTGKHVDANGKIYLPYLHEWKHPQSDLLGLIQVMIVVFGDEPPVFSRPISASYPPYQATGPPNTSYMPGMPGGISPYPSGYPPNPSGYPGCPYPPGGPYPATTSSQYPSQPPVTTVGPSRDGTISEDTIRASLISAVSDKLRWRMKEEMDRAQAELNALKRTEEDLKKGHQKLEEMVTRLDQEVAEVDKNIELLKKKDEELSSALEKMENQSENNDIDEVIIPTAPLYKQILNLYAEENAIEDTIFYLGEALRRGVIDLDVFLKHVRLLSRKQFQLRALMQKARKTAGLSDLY
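Steps: Tsg101 binding domain dispensed (10 uM final), compounds pinned in DMSO, FITC-labeled PTAP-motif peptide added (50 nM final); after 20 min binding at room temperature, polarization measured.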
ASM inhibitor: inhibitors of human secretory acid sphingomyelinase; P17405; placental ASM, HMU-PC fluorogenic substrate, 60 min; Potency, µM (titrated, usually from 57.5 µM), for the others: at the top dose activity change, negative = inhibition, most hits filed as inhibitors; actives 0.006% (n = 340,000); AID 504937; note: potency is the fitted concentration of half-maximal effect
Target sequence (P17405 47-631 limits assumed): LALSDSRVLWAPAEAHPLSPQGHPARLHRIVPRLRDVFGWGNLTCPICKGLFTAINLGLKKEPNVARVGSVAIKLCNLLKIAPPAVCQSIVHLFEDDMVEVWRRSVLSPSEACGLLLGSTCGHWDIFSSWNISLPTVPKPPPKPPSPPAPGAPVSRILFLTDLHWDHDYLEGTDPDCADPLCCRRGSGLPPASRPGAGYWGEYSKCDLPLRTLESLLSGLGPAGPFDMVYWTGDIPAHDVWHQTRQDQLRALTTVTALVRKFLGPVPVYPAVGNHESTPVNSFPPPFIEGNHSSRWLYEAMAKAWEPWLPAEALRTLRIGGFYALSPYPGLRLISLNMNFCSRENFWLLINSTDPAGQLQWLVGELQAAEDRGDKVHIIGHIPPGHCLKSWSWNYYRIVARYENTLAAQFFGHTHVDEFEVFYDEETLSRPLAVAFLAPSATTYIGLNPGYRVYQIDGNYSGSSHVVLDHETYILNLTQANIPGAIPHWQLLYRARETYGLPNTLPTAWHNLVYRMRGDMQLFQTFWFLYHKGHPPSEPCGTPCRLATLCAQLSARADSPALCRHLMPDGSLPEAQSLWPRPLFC
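HMU-PC0 cleavage (9 uM final) by human placental ASM, 60 min at 37 °C following 10 min compound exposure at RT; stopped at pH 10, fluorescence Ex 386/Em 447 nm.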
Starred values were filed as active, the others as inactive; ? = inconclusive; . = no result given; [ ] = dose if it differs, or a comment. Unless noted, calls come from the whole dose curve; as a rule, active = well fitted curve in the direction sought with a large enough effect; inconclusive = small, poorly fitted or top-dose-only effect, or another doubt; inactive = no such curve, though single readings can be large; an effect the other way counts as inactive or inconclusive. Some of the compounds tested, so the mix of outcomes need not match the whole.

no.	molecule	B2AR arrestin	TSG101-PTAP inh	ASM inhibitor	PKM2 act	a7 integrin act	Tb PFK inh	Chronic BCR inh	GALK inh	Giardia kill	Coupling enz	Menin MLL FP TR
1	CC/C(C)=N/NS(=O)(=O)c1ccc(C)c([N+](=O)[O-])c1	3.5%	-2%	0%	1%	11%	-2%	0%	2%	9	0	.
2	CCOc1ccc2nc(NC(=O)CSc3ccccc3)sc2c1	0.1%	-10%	-12%	0%	-22%	0%	?	-2%	2	-3	.
3	Cc1ccc(C)c(CN2C(=O)NC3(CCCCCC3)C2=O)c1	0.5%	-1%	1%	-3%	?	0%	11%	0%	-1	-3	-14%
4	CCCCCC(=O)Nc1cccc(C2=NOC3(C2)C[C@H](C(N)=O)N(C(=O)c2ccccc2C(=O)c2ccccc2)C3)c1 (some centres undefined)	0.2%	-6%	-2%	0%	-14%	-7%	-7%	-4%	0	-1	.
5	CC1=C/C(=N\NC(=S)NCCc2ccccc2)CC(C)(C)C1	0.0%	-1%	-3%	2%	26%	1%	?	-2%	-11	0	4%
6	O=C(CC1C(=O)NCCN1Cc1cccc(Oc2ccccc2)c1)NCC1CCOCC1 (centres undefined)	-0.2%	-5%	5%	3%	-2%	0%	0%	-2%	35[activator]	-7	-20%
7	CC(=O)N1CCc2c(sc(NC(=O)c3ccc4c(c3)OCCO4)c2C#N)C1	-0.1%	7%	67%[activator]	-4%	-22%	-2%	?	0%	-21	-8	0%
8	CCCC(=O)NC(c1ccc(OC)c(OC)c1)c1cc(Cl)c2cccnc2c1O (centres undefined)	0.0%	-2%	-2%	-1%	-24%	-4%	7%	3%	0	-5	-3%
9	C[C@@H](c1ccccc1)N1C[C@H]2CCCN2c2cc(Br)ccc2S1(=O)=O	0.0%	1%	-4%	.	-10%	-3%	8%	.	-16	.	.
10	COc1cc(NC(=O)Cn2cnc(S(=O)(=O)N3CCc4ccccc43)c2)cc(OC)c1OC	0.2%	1%	-5%	.	-14%	2%	-1%	-2%	10	-1	12%
11	CC(C)[C@H](N)C(=O)NC[C@H]1O[C@@H](n2cnc3c(N)ncnc32)[C@H](O)[C@@H]1O	0.5%	-3%	-1%	.	-16%	-3%	-1%	.	28	.	.
12	Cc1ccc(NC(=S)Nc2cc(-c3ccccc3)[nH]n2)cc1Cl	-0.4%	1%	-16%	0%	15%	7%	?	-4%	-4	-3	?
13	C/C=C/c1ccc(OCC(=O)OCC(=O)NC2CC2)c(OC)c1	0.0%	-3%	-1%	2%	12%	-2%	13%	0%	-20	-4	-25%
14	O=C1NCCCC1C(=O)N/N=C/c1cccc(Cl)c1 (centres undefined)	-0.9%	-1%	3%	-3%	2%	0%	?	0%	3	-1	.
15	Cc1nc(SCC(=O)N2CCN(C(=O)c3ccco3)CC2)c2c(C)c(C)sc2n1	-0.5%	-5%	-4%	7%	-28%	0%	-2%	17%	-7	0	-2%
16	O=C(CN1C(=O)/C(=C\c2ccc(F)cc2)Oc2ccccc21)N1CCN(c2ccccn2)CC1	-1.5%	-2%	222%[activator]	-1%	-6%	0%	-1%	1%	-18	0	-7%
17	Cc1ccc(C(=O)ON=C2CCN(c3ccc([N+](=O)[O-])cc3)CC2)cc1	0.3%	-4%	-7%	-3%	-7%[7.66 µM]	-3%	7%	-1%	3	-2	2%
18	O=C(C[n+]1ccccc1)N1c2ccccc2Sc2ccccc21	-0.5%	-8%	-2%	0%	-36%	-3%	-22%	12%	12	1	-7%
19	O=C(CSc1ccc(-c2cccs2)nn1)Nc1ccccc1F	-0.1%	2%	-6%	0%	0%	-4%	-19%	4%	2	0	12%
20	Cc1ccc(-c2noc(CN(C(=O)CCN3C(=O)c4ccccc4C3=O)C(C)C)n2)cc1	-0.1%	-4%	-10%	0%	15%[7.66 µM]	-6%	2%	-1%	8	-4	22%
21	CCc1ccc(C(C)NC(=O)c2ncn[nH]2)cc1 (centres undefined)	-2.1%	0%	0%	6%	19%	1%	0%	0%	-1	2	9%
22	CCN(CC)C(=O)Cn1cnc([N+](=O)[O-])n1	0.5%	-15%	1%	-3%	-10%	1%	-2%	0%	-8	-3	15%
23	Cc1ccc(OCCOC(=O)CCc2nc3ccccc3c(=O)[nH]2)cc1	-0.2%	-5%	-1%	8%	10%	-1%	1%	0%	6	-1	-17%
24	CCN(C(=O)CSc1nc2ccccc2o1)c1c(N)n(Cc2ccccc2)c(=O)[nH]c1=O	0.3%	-6%	6%	.	4%	-1%	-12%	.	-4	.	.
25	CCN(C(=O)CSc1nnc(NC2CCCCC2)s1)C1CCS(=O)(=O)C1 (centres undefined)	0.2%	-10%	6%	-4%	-4%[7.66 µM]	0%	?	0%	3	2	.
26	Cc1c(NC(=O)/C(C#N)=C/c2ccc(-c3cc(Cl)ccc3Cl)o2)c(=O)n(-c2ccccc2)n1C	-1.6%	-6%	-3%	-5%	-12%	-3%	4%	0%	12	6	-8%
27	Cc1ccc(C(=O)NCC(=O)OCc2cccc(Br)c2)cc1	-0.3%	-13%	-1%	.	14%	-13%	-12%	.	-14	.	.
28	COc1ccc(C(=O)N2CCNC(=O)C2)cc1S(=O)(=O)Nc1ccc(Br)cc1	-1.8%	-4%	6%	.	?	-5%	?	.	-11	.	.
29	COc1ccc(CNC(=O)C[C@H]2C[C@H](C(=O)N3CCOCC3)[C@@]3(CCC4CCCC4)c4[nH]c5cc(CCC(=O)N(C)C)ccc5c4CCN3C2=O)cc1OC	-0.3%	-3%	3%	.	-10%	2%	10%	.	0	.	.
30	Cc1cc(C)cc(NC(=O)CSc2nncn2-c2ccccn2)c1	0.2%	3%	3%	?	0%	?	0%	0%	-20	2	3%
31	COc1ccc(-c2nnc(NC(=O)c3c(OC)cccc3OC)s2)cc1	-0.6%	-8%	-1%	3%	0%	3%	-1%	4%	-19	3	16%
32	O=C1[C@@H](Oc2ccccc2)[C@@H](c2cccnc2)N1c1ccccc1	-1.0%	-2%	0%	.	0%	-1%	1%	.	-16	.	.
33	COc1ccc(CNC(=O)C2CCCN(S(=O)(=O)c3ccc(Br)s3)C2)cc1 (centres undefined)	-0.8%	-1%	-4%	.	12%	-2%	-9%	6%	-4	2	.
34	Cn1c(CN2CCCC2)nc2cc(NC(=O)COc3ccc([N+](=O)[O-])cc3)ccc21	3.2%	0%	1%	1%	-4%	?	4%	.	3	0	-2%
35	N/C(=N\OC(=O)c1ccco1)c1cccc([N+](=O)[O-])c1	-1.0%	-2%	1%	-5%	-5%	0%	?	5%	-1	-4	?
36	Cn1c(=O)oc2cc(S(=O)(=O)NC3CCCCC3)ccc21	0.0%	0%	-1%	.	?	0%	-2%	2%	9	3	2%
37	Cc1cc2c(cc1C)N(C(=O)CN1C(=O)c3ccccc3C1=O)C(C)(C)c1ssc(=S)c1-2	-0.6%	0%	-17%	-3%	9%	1%	6%	1%	5	1	10%
38	CN1N=C(C(=O)N2CCc3c([nH]c4ccccc34)C2c2c(F)cccc2Cl)CCC1=O (centres undefined)	0.0%	-2%	-12%	-1%	?	0%	-6%	0%	4	1	2%
39	O=[N+]([O-])c1cccc(NC(=S)Nc2nc(-c3ccc(Cl)cc3Cl)cs2)c1	-0.6%	.	.	-8%	.	-7%	-2%	-8%	.	.	.
40	CCC(Sc1ccccc1C(=O)O)C(=O)O (centres undefined)	0.1%	-6%	3%	6%	-12%	1%	0%	0%	3	-1	-8%
41	Cc1cccc(NC(=O)c2ccc(S(=O)(=O)N3CCCCC3)cc2)n1	-0.4%	1%	1%	-6%	10%	16%	8%	1%	10	2	.
42	O=C(NCc1ccc(F)cc1)c1cnccn1	0.4%	1%	3%	-1%	-18%	-5%	3%	6%	12	2	23%

Bioassay records (PubChem BioAssay)
